# Screening data (PubChem)
# Rtt109 Vps75: C. albicans Rtt109 histone acetyltransferase inhibition; purified Rtt109/Vps75, ThioGlo CoA-SH fluorescence, 4 h; inhibition, % at 34.9 µM; actives 0.16% (n = 330,000); AID 540336;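 active = inhibition of at least 50% in every replicate; inconclusive = best replicate reaches 50% inhibition but some replicates fall short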
# Target sequence (Q5AAJ8 whole entry, looked up): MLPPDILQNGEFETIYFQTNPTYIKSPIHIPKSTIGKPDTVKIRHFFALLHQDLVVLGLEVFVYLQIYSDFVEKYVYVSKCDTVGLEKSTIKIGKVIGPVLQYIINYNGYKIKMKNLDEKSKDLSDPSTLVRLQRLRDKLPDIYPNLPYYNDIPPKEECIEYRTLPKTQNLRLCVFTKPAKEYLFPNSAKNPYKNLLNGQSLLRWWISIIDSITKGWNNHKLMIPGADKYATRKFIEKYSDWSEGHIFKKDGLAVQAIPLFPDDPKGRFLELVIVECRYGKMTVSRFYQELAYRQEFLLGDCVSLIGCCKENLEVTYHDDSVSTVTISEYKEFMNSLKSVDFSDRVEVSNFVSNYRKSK
# CAL PDZ FP-1: blocks peptide binding to the human CAL PDZ domain. purified CAL PDZ, TMR-peptide fluorescence polarization, 1 h. inhibition, % at 24.9 µM. actives 0.92% (n = 300,000). AID 602252;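 active = mean inhibition of at least 30% with at least half of replicates also reaching 30%; inconclusive = no clear call, values can overlap the other calls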;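 also: 0% = DMSO neutral control and 100% = excess unlabeled competitor peptide PRC23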
# CAL PDZ FP-2: human CAL PDZ-peptide interaction inhibition. actives 0.02% (n = 330,000). purified CAL PDZ, TMR-peptide fluorescence polarization, 1 h. AID 504414. Q9HD26. inhibition, % at 20 µM;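 active = highest replicate inhibition of at least 40%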;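 also: plate controls were DMSO neutral control wells for no effect and unlabeled competitor peptide control wells for full effect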
#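 Read-out basis: mP drop reported as inhibition | Assay system: Tagged CAL PDZ protein CerCALP, purified | Benchmarks: Unlabelled peptide for full inhibition, DMSO wells as neutral | Schedule: 1 h incubation at room temperature before polarization reading | Buffer or medium: Sodium phosphate/NaCl buffer pH 7.4 with TCEP, IgG, Thesit | Doses: Single point, 20 µM | Measured by: Fluorescence polarization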
# dFosB act: activators of mouse delta FosB homodimer; purified delta FosB, TAMRA-CDK5 oligo fluorescence polarization; percent of positive-control signal above neutral wells; activation, % at 25 µM; actives 0.99% (n = 340,000);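 active = mean activation above about 17%, with every replicate also reaching it, limit read from the data, passing the limit was not always enough; inconclusive = only one of the two conditions met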;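 also: fluorescence polarization rise as delta FosB binds a TAMRA Cdk5 AP-1 oligo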
# Target sequence (P13346 whole entry, looked up): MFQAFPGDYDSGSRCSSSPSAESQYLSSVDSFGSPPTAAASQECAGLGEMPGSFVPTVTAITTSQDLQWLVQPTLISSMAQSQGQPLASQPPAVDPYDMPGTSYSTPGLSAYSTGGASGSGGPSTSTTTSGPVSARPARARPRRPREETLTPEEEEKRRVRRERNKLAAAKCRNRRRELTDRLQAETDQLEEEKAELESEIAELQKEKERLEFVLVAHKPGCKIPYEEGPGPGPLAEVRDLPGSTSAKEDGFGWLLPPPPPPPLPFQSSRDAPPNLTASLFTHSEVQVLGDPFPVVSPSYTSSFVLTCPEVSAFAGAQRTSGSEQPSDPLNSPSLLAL
# PfHsp90 yeast 2: growth inhibition of yeast expressing Plasmodium Hsp90. S. cerevisiae expressing PfHsp90, BacTiter-Glo ATP, 48 h; yeast lacking PDR1 and PDR3 efflux regulators. inhibition, % at 9.4 µM. actives 0.32% (n = 310,000);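 active = every replicate shows inhibition above about 80%, whatever the replicate mean, limit read from the data; inconclusive = mean inhibition reaches the set limit but some replicate falls short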;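 also: 0% = DMSO neutral controls and 100% = 20 µM radicicol positive controls; yeast relying on Plasmodium falciparum Hsp90 in place of its own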
# SR-BI uptake up: activators of SR-BI mediated HDL lipid uptake; actives 0.096% (n = 320,000); activation, % at 12.5 µM; CHO ldlA[mSR-BI] cells, DiI-HDL uptake fluorescence, 3 h; 100 = double the neutral-control signal;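 active = mean replicate activation of at least 60% and every replicate at or above 60%; inconclusive = mean or all-replicate condition met, but not both; inactive = mean below 60% and not all replicates reaching 60%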;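 also: 0% = median plate neutral-control signal and 100% = twice that signal; values of inactives mirror those of a sister screen read the other way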
#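 Material: SR-BI-overexpressing, LDLR-lacking CHO cells | Dosing: Single compound concentration, delivered by pin transfer | Probe or stimulus: Labelled HDL, 10 µg/mL | Signal: Bottom-read cell fluorescence after medium removal, ex 550/em 595 nm | Schedule: 3 h, 37 °C | Evaluation: HDL uptake via cellular fluorescence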
# MITF TRPM1 HTS: increases MITF-driven TRPM1 promoter luciferase signal. AID 588334. actives 0.75% (n = 300,000). activation, % at 12.5 µM. SK-MEL-5 TRPM1-promoter luciferase, 24 h; % of positive control, neutral wells = 0;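 active = mean activation of at least 80% with every replicate also reaching 80%; inconclusive = mean reaches 80% but some replicate falls short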;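 also: 0% = neutral control wells and 100% = parthenolide positive control wells; values of inactives mirror those of a sister screen read the other way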
# SR-BI DiI inh: blocks mouse SR-BI lipid uptake from DiI-HDL; Q61009; ldlA[mSR-BI] CHO cells, DiI-HDL uptake fluorescence, 3 h; inhibition, % at 12.5 µM; actives 0.96% (n = 320,000);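 active = mean replicate inhibition of at least 70% and a set share of replicates each scoring 70 or more; inconclusive = meets just one of the two criteria; inactive = fails both criteria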;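 also: 0% = median of neutral control wells and 100% = median of positive control wells; values of inactives mirror those of a sister screen read the other way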
# NSD2 HMT inh: NSD2 (human) methyltransferase inhibition; O96028; NSD2 peptide methylation, AlphaScreen, 120 min; inhibition, % at 12.5 µM; actives 0.54% (n = 310,000); in the data active = inhibition above about 50%
# PvdQ inh: P. aeruginosa PvdQ acylase inhibition; AID 488965; inhibition, % at 10 µM; purified PvdQ acylase, fluorescence plate reader; actives 0.063% (n = 340,000); in the data active = inhibition above about 30%, passing the limit was not always enough; inconclusive = no clear call, values can overlap the other calls;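 also: 0% = vehicle neutral wells and 100% = reference inhibitor wells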
# Active calls of the source: *; i = inactive; ? = inconclusive; . = not tested or not shown.
smiles,Rtt109 Vps75,CAL PDZ FP-1,CAL PDZ FP-2,dFosB act,PfHsp90 yeast 2,SR-BI uptake up,MITF TRPM1 HTS,SR-BI DiI inh,NSD2 HMT inh,PvdQ inh
Cc1cc(C)c2c(N)c(C(=O)Nc3ccc(C)c(C)c3)sc2n1,2,.,1.1,6,-18,-61,126*,61,-2,-10
CC[C@H](C)[C@H]1CNC(=O)C(=O)N1CC1CCN(CCc2ccccc2)CC1,4,-3,-0.3,-1,31,1,15,-1,.,-8
CC(C)(C)NC(=O)[C@H]1CC[C@H]2[C@@H]3CC[C@H]4NC(=O)C=C[C@]4(C)[C@H]3CC[C@]12C,4,0,-0.3,3,0,-9,0,9,.,-9
Cc1ccccc1Nc1nc(N)nc(CN(C)Cc2ccccc2Cl)n1,7,-1,-3.1,-10,-2,1,25,-1,3,-13
CCCN1CC=C2C(C#N)=C(N)C(C#N)(C#N)C(c3cccc(OC)c3OC)C2C1 (configuration not stated),23,-1,-1.3,-4,2,6,-10,-6,3,7
O=C(CN1C(=O)c2cccc3cccc(c23)C1=O)NCCN1CCOCC1,-10,.,-0.4,10,7,16,-4,-16,-1,-3
Cc1cc(NC(=O)C(C)Oc2ccccc2)no1 (configuration not stated),-1,.,0.5,-4,-2,.,12,.,-3,7
CC1CCN(CC2C(=O)O[C@@H]3C[C@@]4(C)CCC[C@H](C)C4=C[C@H]23)CC(C)(C)C1 (some centres not stated),1,-6,-1.4,5,-8,5,-75,-5,-1,-13
COc1ccc(C=NNc2nc3c([nH]2)c(=O)n(C)c(=O)n3C)cc1,-7,0,1.2,-3,23,-13,9,13,-2,-6
CCn1cc(CN2CCCC(C(=O)Nc3cccc(-c4cc5ccccc5[nH]4)c3)C2)c(C)n1 (configuration not stated),36,-7,-0.5,-6,6,-36,-3,36,1,8
CCCN1CCC(NC(=O)Cc2cccc(C)c2)CC1,1,3,0.8,1,0,36,.,-36,6,5
COc1ccc(CNc2oc(COc3ccccc3Cl)nc2C#N)cc1,2,-2,-1.4,-8,35,3,.,-3,-1,-13
CC1(C)CC(NC(=S)Nc2ccc(S(N)(=O)=O)cc2)CC(C)(C)N1,20,-1,-2.0,-4,-2,34,5,-34,1,0
COc1ccc(CCNC(=O)C(C)Sc2ccccc2)cc1OC (configuration not stated),5,-2,-0.5,3,15,24,-4,-24,2,3
CSCC[C@H](NC(=O)[C@@H]1Cc2ccccc2CN1)C(=O)NC1CCCC1,0,-2,-1.2,-3,-10,23,-8,-23,3,-15
CCC(Cc1ccccc1)NC(=O)c1cc(S(=O)(=O)N2CCCCC2)c[nH]1 (configuration not stated),12,.,0.0,0,11,13,1,-13,.,-12
Cc1ccccc1N1CCN(C2CCCN(C(=O)c3cc(CC(C)C)nn3C)C2)CC1 (configuration not stated),-5,.,-1.1,-9,6,-60,3,60,5,-10
Cc1ccc(NC(=O)C2C3C=CC4(O3)C2C(=O)N(CCCN2CCCC2)C4C(=O)NC2CCCCC2)cc1Cl (configuration not stated),2,-5,-1.2,-8,-5,.,1,.,1,-28
COc1ccccc1-c1cc(C(F)(F)F)nc(N2CCOCC2)n1,-4,-1,-0.4,-3,-1,-19,2,19,-2,-12
O=C(NC(=S)Nc1ccccc1)c1cc(-c2ccccc2)nc2ccccc12,-1,-1,-2.6,-3,-16,-47,8,47,2,-5
CCCCN(C)C(=O)c1cn(C)c2ccc(S(=O)(=O)N(C)C)cc2c1=O,0,-2,0.2,7,-1,7,-5,-7,.,10
O=C(c1cccc(S(=O)(=O)N2CCN(c3ccccc3)CC2)c1)N1CCN(c2ccccc2O)CC1,-2,0,-0.4,-19,16,-29,-5,29,0,-19
Cn1ncc(Br)c1NC(=O)Nc1ccccc1,-13,3,-1.2,-2,22,16,15,-16,-2,-4
COC(=O)[C@]1(Cc2ccccc2)N[C@H](CN(C)S(=O)(=O)c2ccc(-c3ccccc3)cc2)[C@@H]2C(=O)N(Cc3ccccc3)C(=O)[C@@H]21,-2,-1,-2.4,-6,-16,.,-7,.,.,-11
O=C(NCc1ccccn1)c1cccc([N+](=O)[O-])c1,5,-3,-0.4,2,-3,14,-6,-14,0,-10

# Carrying on.
SMILES	Rtt109 Vps75	CAL PDZ FP-1	CAL PDZ FP-2	dFosB act	PfHsp90 yeast 2	SR-BI uptake up	MITF TRPM1 HTS	SR-BI DiI inh	NSD2 HMT inh	PvdQ inh
Cc1nnc(SCC(=O)Nc2cccc(C(F)(F)F)c2)[nH]c1=O	1	-5	-0.4	3	2	-14	3	14	-3	-18
Cc1ccc(C)c(NC(=S)NCc2ccc3[nH]c4c(c3c2)CCCC4)c1	8	-4	0.5	-4	13	-34	.	34	.	-7
O=C(NCc1ccccc1)C1(CC2CC(c3ccccc3)=NO2)CCNCC1 (configuration not stated)	-10	-2	0.4	0	-25	21	-10	-21	.	-15
CCOC(=O)C[C@H]1c2cc(F)ccc2S(=O)(=O)N1C(C)(C)C	6	-2	-0.6	-2	-2	-13	-6	13	.	-7
Cc1nc(N2CCN(c3ccccn3)CC2)c2c(C)c(C(=O)Nc3ccc(Cl)cc3)sc2n1	-8	-3	-1.4	-4	-7	0	3	0	-3	-9
CCOC(=O)c1cc(-c2ccccc2)nn1Cc1cc(C)no1	-3	-3	-0.9	-3	.	-2	87*	2	.	-10
Cc1ccc2c(c1)N(CC(=O)NCCCN1CCCCC1)C(=O)CO2	5	-4	-2.0	-2	-10	13	4	-13	0	-8
CCOC(=O)NC(=O)CSc1ccc(S(=O)(=O)N(C)C2CCCCC2)cn1	-7	.	3.0	-19	31	27	-10	-27	4	-2
COc1ccc2c(n1)Sc1nc3ccccc3nc1N2	-1	-1	-2.0	-18	89*	-26	-8	26	21	-1
O=[N+]([O-])c1cn(-c2nc(-c3ccco3)cc(C(F)(F)F)n2)cn1	-6	-1	.	-5	.	-7	.	7	-9	1
CC(=O)c1cccc(NC(=O)CCNC(=O)c2ccccc2Cl)c1	1	4	.	1	-3	?	9	-80	0	-14
Cc1ccc(OCCSc2ncnc3sc(C)c(C)c23)cc1C	3	2	-2.7	0	.	950*	.	i	.	-11
COc1ccc(CNc2nc(S(=O)(=O)c3ccccc3)c(Cl)s2)cc1OC	7	0	-1.7	7	10	9	-18	-9	0	-12
CC(=O)Oc1ccc(N2C(=O)C3C4C=CC(C5CC45)C3C2=O)cc1[N+](=O)[O-] (configuration not stated)	-1	-1	-0.1	0	23	24	-3	-24	6	14
CCC(=O)Nc1ccc(NC(=O)c2cc3ccccc3o2)c(OC)c1	-6	.	-2.0	-6	6	-20	.	20	-1	-11
Cc1cccc(-c2noc(Cc3ccc(Cl)cc3)n2)c1	-22	-6	-0.8	5	-36	-12	68	12	16	-11
O=C(CNC1=NCCC1)c1ccc2c(c1)OCCO2	-6	9	1.1	-3	-10	26	3	-26	1	-11
CCCCn1c(N)c(N(CCOC)C(=O)c2ccc(S(=O)(=O)N3CCC(C)CC3)cc2)c(=O)[nH]c1=O	-16	-2	-1.7	3	.	14	-4	-14	-1	-14
Cc1cn(C(=O)C(C)N2C(=O)c3ccccc3C2=O)c(C)n1 (configuration not stated)	0	-4	-3.2	3	.	15	5	-15	0	-9
CC1CCCCC1NC(=O)NC(=O)COC(=O)C1=NN(c2ccccc2)C(=O)CC1 (configuration not stated)	-9	-5	-0.2	-5	-19	5	1	-5	-2	-16
CCOC(=O)c1c(C)[nH]c(C)c1S(=O)(=O)NCc1ccc(OCC)cc1	-5	3	-2.7	-2	0	-7	-19	7	-2	2
O=C(NCCc1c[nH]c2ccccc12)/C(=C/c1ccco1)NC(=O)c1ccco1	-6	4	0.4	4	2	0	-1	0	0	1
NC1=NC(=O)CC(C(=O)NCc2ccccc2)S1 (configuration not stated)	-14	-1	-1.4	7	-2	3	-5	-3	0	-13
Cc1cc(C)cc(NC(=O)N2CCCCCCC2)c1	-6	3	-1.4	-4	-1	22	7	-22	-4	-5
C/C(CC(=O)Nc1ccc(Cl)c(C(F)(F)F)c1)=N\NC(N)=S	-4	.	-0.5	-12	-4	-80	-4	80*	1	-14
COc1cccc(NC(=S)NC(=O)c2cncc(Br)c2)c1	-3	7	-0.5	-14	-12	-18	.	18	0	-11
